IMPase Li inh: cell-permeable IMPase inhibitors with lithium potentiation | CHO-M1 cells, IP1 TR-FRET (IP-One), carbachol + lithium | Potency, µM (doses to about 59.4 µM), for the others: at the top dose activity, negative = IMPase inhibition, most hits filed as inhibitors | hit rate 0.35% among 210,000 | AID 1457;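 note: IP1 builds up when IMPase is blocked and the TR-FRET signal falls; potency is the fitted concentration of half-maximal effect; plate controls were basal vehicle for no effect and high inhibitor control for full effect; nearly all actives have a fitted effect of over 50% in size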
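CHO cells stably expressing M1 receptor (2000/well) were cultured 16–30 h, then exposed to compounds with a small lithium addition for 30 min at 37C. IP1 was measured by TR-FRET competition; AC50 from Hill fits.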
CBFb RUNX1 block: blocks binding between human CBF-beta and RUNX1 | Q01196+Q13951 | AlphaScreen CBFb-His/RUNX1-biotin binding, biochemical | AID 1477 | Potency, µM (highest dose often 59.8 µM), without a hit: at the highest dose activity, negative = inhibition, hits mostly inhibitors | 230,000 tested, under 10 active; note: % of control where 0% means no effect
Target sequence (Q01196 whole entry, looked up): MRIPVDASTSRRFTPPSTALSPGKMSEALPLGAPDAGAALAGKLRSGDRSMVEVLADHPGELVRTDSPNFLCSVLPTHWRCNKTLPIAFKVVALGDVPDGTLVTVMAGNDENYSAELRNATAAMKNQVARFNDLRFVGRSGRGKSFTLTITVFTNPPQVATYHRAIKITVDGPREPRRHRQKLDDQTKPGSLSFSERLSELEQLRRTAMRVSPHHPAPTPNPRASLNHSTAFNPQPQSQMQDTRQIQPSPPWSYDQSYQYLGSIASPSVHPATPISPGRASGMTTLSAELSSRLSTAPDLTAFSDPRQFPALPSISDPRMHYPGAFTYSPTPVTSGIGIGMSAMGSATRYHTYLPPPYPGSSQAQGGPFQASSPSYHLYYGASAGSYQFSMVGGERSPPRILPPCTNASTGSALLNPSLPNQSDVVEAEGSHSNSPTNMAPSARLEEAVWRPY
Target sequence (Q13951 whole entry, looked up): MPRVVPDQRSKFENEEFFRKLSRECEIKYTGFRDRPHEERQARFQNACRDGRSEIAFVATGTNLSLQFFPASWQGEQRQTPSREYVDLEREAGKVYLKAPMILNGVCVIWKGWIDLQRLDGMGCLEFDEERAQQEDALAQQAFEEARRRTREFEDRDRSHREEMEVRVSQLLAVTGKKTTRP
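Compounds were screened at multiple concentrations against a preformed CBF-beta(His)/RUNX1(biotin) complex (30 nM of each) for 15 min at room temperature, followed by 90 min with nickel and streptavidin beads and AlphaScreen reading.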
NPSR antag: antagonists of human neuropeptide S receptor cAMP signaling; Q6W5P4; Potency, µM (top dose mostly 38.3 µM), inactives show at the highest dose activity change, negative = inhibition, most hits filed as inhibitors; AID 1461; CHO-NPSR cells, cAMP TR-FRET, antagonist mode; hit rate 1% among 220,000; note: potency is the fitted concentration of half-maximal effect; % is set by controls: 0 for no effect and ±100 for the full control effect; nearly all actives have a fitted effect of over 50% in size; many of its hits are not listed in these tables
Target sequence (Q6W5P4 whole entry, looked up): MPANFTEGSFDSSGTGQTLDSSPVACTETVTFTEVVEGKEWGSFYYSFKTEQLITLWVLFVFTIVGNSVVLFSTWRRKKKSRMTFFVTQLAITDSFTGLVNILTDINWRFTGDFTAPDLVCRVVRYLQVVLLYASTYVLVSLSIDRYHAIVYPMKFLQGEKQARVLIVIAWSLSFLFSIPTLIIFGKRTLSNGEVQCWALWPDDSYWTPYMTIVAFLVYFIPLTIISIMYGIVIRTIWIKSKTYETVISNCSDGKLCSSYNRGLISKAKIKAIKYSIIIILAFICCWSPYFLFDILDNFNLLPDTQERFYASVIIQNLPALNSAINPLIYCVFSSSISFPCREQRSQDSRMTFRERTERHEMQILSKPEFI
KinaseGlo FLuc: Kinase-Glo luciferase inhibition (counter-screen) | hit rate 0.28% among 200,000 | Kinase-Glo luciferase, ATP luminescence, 8 min | Q27757 | Potency, µM (top dose mostly 38.3 µM), for inactives: at the highest dose activity change, negative = inhibition, most hits filed as inhibitors; note: potency is the fitted concentration of half-maximal effect; % is set by controls: 0 for no effect and ±100 for the full control effect; nearly all actives have a fitted effect of over 60% in size
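Compounds were added to a substrate mix at pH 7.2 (50 mM imidazole, 10 uM ATP, within the enzyme's linear range), followed by Kinase-Glo detection reagent; luminescence was measured after 8 minutes at ambient temperature.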
L3MBTL1 inh: inhibitors of human L3MBTL1. AlphaScreen L3MBTL1–H3K9me1 peptide binding. Potency, µM (doses to about 57.1 µM), for inactives: at the highest dose activity, negative = inhibition, hits mostly inhibitors. hit rate 0.66% among 230,000. AID 485360; note: potency is the fitted concentration of half-maximal effect; % is set by controls: 0 for no effect and ±100 for the full control effect; nearly all actives have a fitted effect of over 60% in size
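AlphaScreen assay: L3MBTL1 (50 nM final) was preincubated 30 min at room temperature with biotinylated H3(1-15)K9me1 peptide (75 nM final), then 30 min with library compounds; streptavidin donor and nickel chelate acceptor beads (10 ug/mL final) added, 30 min dark.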
HttQ103 aggreg: inhibitors of mutant huntingtin aggregate formation in PC12 cells. PC12 HttQ103-GFP aggregates, Acumen cytometry, 40 h. hit rate 1.1% among 220,000. AID 1688. Potency, µM (top dose mostly 46.1 µM), for the others: at the highest dose activity change, negative = inhibition, most hits filed as inhibitors; note: potency is the fitted concentration of half-maximal effect; % is set by controls: 0 for no effect and ±100 for the full control effect; nearly all actives have a fitted effect of over 60% in size
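Ecdysone-promoter PC12 model expressing HTT exon 1 Q103 fused to GFP, induced by tebufenozide at 100 nM final. Compounds titrated; aggregates sized 1–25 µm scored on a 488 nm laser cytometer.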
Epigenetic derep: regulators of epigenetic silencing causing reporter derepression in mouse cells | Potency, µM (highest dose often 53.9 µM), for the others: top-dose GFP activation, usual class: activators | AID 1865 | murine LDR cells, GFP reporter derepression, 30 h | hit rate 0.2% among 280,000; note: potency is the fitted concentration of half-maximal effect; % of control where 0% means no effect; nearly all actives have a fitted effect of over 60% in size
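Reporter derepression read as number of fluorescent GFP-positive objects, 20-120 um in size, counted by laser-scanning cytometer. Mouse LDR line with an epigenetically silenced CMV-GFP locus; compound incubation 30 h, 37 C.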
Numbers without * were called inactive; ? = inconclusive; . = no result given; [ ] = another dose, or the depositor's remark. Calls come from the whole dose curve; as a rule, active = well fitted curve in the direction sought with a large enough effect; inconclusive = small, poorly fitted or top-dose-only effect, or another doubt; inactive = no such curve, though single readings can be large; an effect the other way counts as inactive or inconclusive. This is a subset; the hit share may differ from the screen's.

molecule	IMPase Li inh	CBFb RUNX1 block	NPSR antag	KinaseGlo FLuc	L3MBTL1 inh	HttQ103 aggreg	Epigenetic derep
c1coc(C2Nc3cccc4cccc(c34)N2)c1	32%[activator][38.3 µM]	3%	-7%[46.1 µM]	-8%	.	-9%	-1.0%
Cc1c(Cl)c(C(F)(F)F)nn1CC(=O)N1CCSCC1	4%	-5%	11%[46.1 µM]	-1%	3%	-14%	-0.8%
Fc1ccccc1/C=N/Nc1nn[nH]n1	25%[38.3 µM]	-10%	-8%[46.1 µM]	-3%	.	7%	-3.2%
CCOC(=O)c1[nH]c(C)c(CN(CCc2ccccc2)S(C)(=O)=O)c1C	10%[38.3 µM]	-11%	?	0%	-11%	14%	1.0%
Cc1nc(NS(=O)(=O)c2ccccc2)sc1NC(=O)Nc1ccccc1	-5%	3%	7%	8%	-4%	-12%[9.22 µM]	-11%
Nc1nc(-c2ccc(Br)cc2)cc(C(F)(F)F)n1	6%[38.3 µM]	1%	-3%[46.1 µM]	2%	.	2%[9.22 µM]	7.3%
S=C(NCc1ccc(Cl)cc1)Nc1ccc(Cl)cc1Cl	8%	1%	-16%[46.1 µM]	-2%	5%	1%	0.0%
C[C@H](NC(=O)c1ccc(Br)cc1)C(=O)NCc1ccc(S(N)(=O)=O)cc1	1%	23%	15%	1%	18%	0%	-1.5%
COc1ccccc1CNC(=O)CSc1nc(-c2ccccc2)cn1N	29%[38.3 µM]	-12%	-4%[46.1 µM]	-2%	.	1%	1.0%
CCOC(=O)/C(C#N)=C/c1c(Oc2cccc(C)c2)nc2ccccn2c1=O	.	5%	-4%	.	-3%	0%[9.22 µM]	3.1%
CCOC(=O)Cn1nnnc1C(C(C)C)N(Cc1cc2c(C)cc(C)cc2[nH]c1=O)C1CCCC1 (stereo unspecified)	15%	3%	?	-2%	-2%	0%	1.2%
COC(=O)c1cc(C(=O)Nc2ccc(S(N)(=O)=O)cc2)cc([N+](=O)[O-])c1	7%	-10%	-4%	0%	4%	0%	-3.0%
Cn1nc(C(=O)OCc2ccc(F)cc2)c2ccccc2c1=O	13%	11%	4%	-5%	.	-3%	-0.5%
COc1ccc2oc3cc(C)[n+]([O-])c(-c4ccc(Cl)cc4)c3c2c1	6%	7%	0%	3%	5%	11%	-0.8%
CCCC1(C)Nc2ccccc2-c2nc3ccccc3n21 (stereo unspecified)	-7%[38.3 µM]	13%	?	-3%	0%	-8%	-2.1%
C/C(Cc1ccccc1)=N\NC(=O)CNC(=O)Cc1ccc(Cl)cc1	.	6%	-23%	.	3%	-7%[9.22 µM]	-1.0%
Cc1nnc(NC(=O)c2ccccc2C(=O)O)s1	21%[38.3 µM]	2%	21%[46.1 µM]	4%	.	8%	0.0%
OCCC1CN(Cc2nc3ccccc3s2)CCN1CCc1ccccc1 (stereo unspecified)	21%	2%	29%	-1%	-14%	2%[9.22 µM]	-7.7%
CC(=O)N[C@@H](C)C(=O)N1CCN(S(=O)(=O)c2ccc(Cl)cc2)CC1	-3%	1%	9%	1%	7%	13%	-1.4%
CCN1C2=C(C(=O)CCC2)C(c2ccc(O)c(Br)c2)C2=C1CCCC2=O	7%[38.3 µM]	-5%	-4%[46.1 µM]	2%	-8%	-8%	-4.5%
CCOc1ccc(NC(=O)Cn2nc(-c3ccccc3Cl)n(CC)c2=S)cc1	-1%[38.3 µM]	5%	-8%[46.1 µM]	-3%	0%	0%	0.0%
COc1ccc(NC(=O)Nc2cccc3cccnc23)cc1	-6%[38.3 µM]	-2%	-11%[46.1 µM]	-19%	2%	-29%	0.8%
CN(C)CCNC(=S)Nc1ccc(-c2nc3ccccc3[nH]2)cc1	0%	9%	2%	-2%	12%	17%	1.1%
O=C(CN1C(=O)C2CCCCC2C1=O)OCc1nnc(-c2ccccc2)o1 (stereo unspecified)	5%	-3%	0%	0%	1%	9%	9.3%

Some entries already given, reduced to CBFb RUNX1 block, Epigenetic derep and NPSR antag:
Compound | CBFb RUNX1 block | Epigenetic derep | NPSR antag
CCOC(=O)/C(C#N)=C/c1c(Oc2cccc(C)c2)nc2ccccn2c1=O | 5% | 3.1% | -4%
CCOC(=O)Cn1nnnc1C(C(C)C)N(Cc1cc2c(C)cc(C)cc2[nH]c1=O)C1CCCC1 (stereo unspecified) | 3% | 1.2% | ?
COC(=O)c1cc(C(=O)Nc2ccc(S(N)(=O)=O)cc2)cc([N+](=O)[O-])c1 | -10% | -3.0% | -4%

Remaining list, next part.
molecule	IMPase Li inh	CBFb RUNX1 block	NPSR antag	KinaseGlo FLuc	L3MBTL1 inh	HttQ103 aggreg	Epigenetic derep
CCCCNC(=O)c1onc(CSc2ccccc2C)c1C(=O)O	-9%[38.3 µM]	0%	-10%[46.1 µM]	2%	10%	9%	-0.9%
O=C1CCC([N+](=O)[O-])C(c2cc3c(cc2Br)OCO3)N1 (stereo unspecified)	5%	8%	9%	3%	9%	-8%	-0.9%
NCCCCCc1nnc(SCc2ccccc2Cl)o1	-3%[38.3 µM]	1%	10%[46.1 µM]	-3%	5%	3%	-1.2%
O=[N+]([O-])c1cccc(-c2nc(N3CCOCC3)c3ccccc3n2)c1	6%	1%	-45%	2%	8%	1%	-0.8%
Cc1c(C(=O)O)sc(=S)n1CCOc1ccccc1	-1%[38.3 µM]	0%	-9%[46.1 µM]	6%	2%	-1%	0.0%
C/C=C/c1ccc(OCC(O)CN2CCCCCCC2)c(OC)c1 (stereo unspecified)	12%	5%	3%	6%	1%	1%	-0.2%
Cc1oc(-c2cccc3ccccc23)nc1CN1CCC[C@H]1CO	0%	1%	14%	0%	-10%	-17%[9.22 µM]	0.0%
COc1ccc2c(c1)c(=O)cc(-c1ccccc1)n2C	0%	5%	?	-1%	5%	16%	0.0%
CCN(CCCNC(=O)CN(C)S(=O)(=O)c1ccc2c(c1)CCC(=O)N2)c1cccc(C)c1	1%[38.3 µM]	-3%	-20%[46.1 µM]	-1%	-1%	-9%	-0.1%
Cc1cc(Cl)ccc1N(CC(=O)N=Nc1c(O)[nH]c2ccccc12)S(C)(=O)=O	41%[activator][38.3 µM]	-17%	-25%[46.1 µM]	0%	.	-7%	-1.4%
COC(=O)CCc1n[nH]c(=O)[nH]c1=O	0%[38.3 µM]	7%	0%[46.1 µM]	3%	-3%	21%	0.0%
Cc1ccccc1-c1nc2cc(N)ccc2o1	?	16%	9%[46.1 µM]	-11%	5%	7%	0.0%
Cc1cc(C)c(C)c(S(=O)(=O)NCc2ccc(C(=O)N3CCCC3)cc2)c1C	.	3%	24%	.	4%	3%	-0.6%
CN(CC(=O)NCCc1ccc(F)cc1)Cc1cccs1	-6%	5%	-5%	-1%	.	-14%	2.5%
N#CC1=C(Nc2ccccc2Cl)SC(c2ccccc2O)NC1=O (stereo unspecified)	.	9%	-8%	.	60%[activator]	-4%[9.22 µM]	14%
C[C@@]1(C(NC(=O)c2ccccc2)c2ccc(-c3ccccc3)cc2)C[C@H]1C1CCCCC1 (stereo partly specified)	1%	6%	.	-3%	.	.	2.0%
COc1ccccc1CNC(=O)CCC(=O)Nc1nnc(C(C)C)s1	-4%[38.3 µM]	-1%	-2%[46.1 µM]	-4%	.	6%	0.1%
O=c1c2ccccc2oc2nc(-c3ccco3)n(-c3ccccc3)c(=O)c12	27%	-1%	0%	0%	15%	?	-1.0%
CN(C1CCCCC1)S(=O)(=O)c1ccc(S(=O)(=O)N2CCN(CCC#N)CC2)cc1	12%	5%	-11%	3%	12%	5%	0.0%
COc1cc(OC)cc(C(=O)N[C@H](C(=O)Nc2nnc(C3CC3)s2)C(C)C)c1	6%	-3%	-13%	4%	-4%	-18%	1.0%
CS(=O)(=O)N(CC(=O)Nc1ccccc1Cl)c1ccc(Cl)cc1	-1%	13%	4%	2%	13%	-12%[9.22 µM]	-1.0%
CCn1cc(C(=O)NCCCN2CCC(C)CC2)c(=O)c2cc(S(=O)(=O)N3CCCC3)ccc21	24%[38.3 µM]	13%	3%[46.1 µM]	-2%	1%[11.4 µM]	-10%	0.0%
COc1ccc(NC(=O)NCc2cccnc2)cc1OC	19%[38.3 µM]	9%	-5%[46.1 µM]	-3%	?	-3%	-2.1%
COCCNC(=O)/C(C#N)=C/c1cn(CC(=O)NCc2ccco2)c2ccccc12	-8%	2%	-12%	6%	-2%	-15%	18%
CCCCC(c1nnnn1CC1CCCO1)N1CCN(c2nc3ccccc3s2)CC1 (stereo unspecified)	10%[38.3 µM]	8%	?	-4%	-1%	-11%	-1.1%
O=C(CN1CCC(C(=O)c2cccc(Cl)c2)CC1)Nc1ccc(C(=O)O)cc1	-5%	9%	20%	-6%	-3%	3%[9.22 µM]	-6.2%
O=C(O)c1cc(Sc2ccc(Br)cc2)nc2ccccc12	-7%	2%	-15%	1%	.	?	-1.1%
O=S(=O)(NCC1CCCO1)c1ccc(S(=O)(=O)N(Cc2ccc(F)cc2)Cc2ccco2)cc1 (stereo unspecified)	7%	10%	-30%	-1%	-4%	22%	-0.4%
CC(C)c1[nH]nc2c1C1(CCN(Cc3ccccc3)CC1)C(C#N)=C(N)O2	24%[38.3 µM]	7%	-12%[46.1 µM]	2%	28%[11.4 µM]	-1%	-1.0%
O=C(c1cc2ccc([N+](=O)[O-])cc2oc1=O)N1CCOCC1	27%	3%	4%	-1%	-10%	-3%	-1.2%
Cc1ccc(NC(=O)Cc2ncc(C(F)(F)F)cc2Cl)cc1Cl	-1%[38.3 µM]	8%	-20%[46.1 µM]	0%	7%	-7%	-0.9%
COc1cc(OC)c2c(c1)OC1Cc3cc(OC)c(OC)cc3C2O1 (stereo unspecified)	-18%	6%[13.1 µM]	.	-6%[7.66 µM]	.	.	.

Bioassay records from PubChem BioAssay.
